NCI-60 one-dose screen, 48 h, at 10 µM unless noted. Numbers give growth in % (100 = growth as untreated, 0 = no growth, -100 = all killed).
MOLT-4: MOLT-4 leukemia cells | AID 1794779 | 80,000 compounds, 6.9% hits
MCF7: MCF7 breast cancer; 82,000 compounds, 6.3% hits; AID 1794796
T-47D: T-47D breast cancer. 79,000 compounds, 5% hits
BT-549: BT-549 breast cancer. 78,000 compounds, 4.4% hits
MDA-MB-468: MDA-MB-468 breast cancer; 78,000 compounds, 8.5% hits
MDA-MB-231: MDA-MB-231 breast cancer; 81,000 compounds, 5% hits; AID 1794789
K-562: K-562 leukemia. 78,000 compounds, 7.4% hits. AID 1794777
SR: SR leukemia cells; 73,000 compounds, 8.7% hits; AID 1794780
Active calls of the source: *; . = not tested or not shown; [ ] = another dose, or the depositor's remark. The calls were made as follows: active = growth percent below 10; inactive = the rest. Not a hit list. Share with any hit: about 13%.

SMILES	MOLT-4	MCF7	T-47D	BT-549	MDA-MB-468	MDA-MB-231	K-562	SR
CC(OCc1ccccc1)[C@@H]1N=C(c2ccc(Br)cc2)Nc2nc3ccccn3c2C1=O (stereo partly drawn)	64	59	55	74	78	70	62	101
CCCCCN1C=C/C(=C\C(=O)N(C)Cc2ccccc2)c2ccccc21	103	95	94	110	96	105	95	103
N#C/C(=C\c1c[nH]c2ccccc12)C(N)=O	98	98	106	126	108	100	94	83
Fc1ccccc1/C=C/c1nn2c(-c3cccnc3)nnc2s1	105	84	87	98	94	104	102	92
Cc1cc(C)nc(NC(N)=NCCc2ccccc2)n1	48	17	36	.	-3.6*	52	.	19
COc1ccc(-c2nn(-c3ccccc3)cc2C2SCC(=O)N2c2cccc(F)c2)cc1 (stereo not drawn)	106	92	102	107	98	106	118	105
Cc1onc(-c2ccccc2Cl)c1C(=O)Nc1ccccc1CC1c2ccccc2CCN1C (stereo not drawn)	83	88	88	112	80	88	76	78
O=S(=O)(NCCNc1cc(-c2c(-c3cccc(O)c3)nc3sccn23)ccn1)c1cccc(F)c1	42	55	22	50	61	72	38	35
O=S(=O)(NCCCNc1nccc(-c2c(-c3cccc(F)c3)nc3occn23)n1)c1ccc(Cl)cc1	27	.	21	87	41	60	27	62
O=C(O)c1ccc2c3c(ncnc13)-c1ccccc1C2=O	96	51	101	34	96	90	74	98
CC1(C)CC(=O)c2c(nn(-c3ccc(Br)cc3)c2-c2cn(-c3ccccc3)nc2-c2cccs2)C1	78	75	73	99	97	87	85	101
Cn1c(=O)c2c(nc(Cc3ccccc3)n2C)n(C)c1=O	129	93	98	105	115	111	110	.
O=C(O)c1ccc(-c2cc3cnc4ccccc4c3oc2=O)cc1	102	99	111	111	117	102	103	104
CCOC(=O)[C@@H]1CS[C@H]([C@@H](C)[C@H]2CC[C@H]3[C@@H]4CCC5=CC(=O)CC[C@]5(C)[C@H]4CC[C@]23C)N1	84	90	73	82	88	97	62	93
C#CCOCC1CNC(=S)O1 (stereo not drawn)	100	102	114	107	99	113	113	94
CCOC(=O)c1c(O)cc(-c2ccc(F)cc2)cc1-c1sc(N(C)Cc2ccccc2)nc1Cl	97	87	98	76	103	100	102	101
O=C(O)C1CC2CCC1CC2 (stereo not drawn)	107	101	112	105	124	105	103	104
COc1cc(C(=O)CCN(C)C)cc(OC)c1OC	103	96	96	.	107	114	109	103
CCOC(=O)c1cnn2c(-c3ccccc3)nc(SCC)nc12	85	91	75	91	103	94	.	87
CN(C1c2ccccc2Oc2ccccc21)S(=O)(=O)c1ccc(Cl)c(Cl)c1	84	100	70	93	68	94	101	83
CC(=O)OC1[C@@H](OC(C)=O)[C@H](OC(C)=O)C2(CO2)[C@H](OC(C)=O)[C@H]1OC(C)=O (stereo partly drawn)	81	77	.	105	89	.	107	68
C/C(=N\OC(=O)Nc1cccc(Cl)c1)c1ccccc1	90	88	96	105	75	103	90	74
C=C(C)[C@@H]1CC[C@]2(C(=O)O)CC[C@]3(C)[C@H](CC[C@@H]4[C@@]5(C)C/C(=C/c6cc(C(F)(F)F)cc(C(F)(F)F)c6)C(=O)C(C)(C)[C@@H]5CC[C@]43C)[C@@H]12	71	80	68	83	52	81	53	61
CSC(N)=NC(c1ccccc1)c1ccccc1	105	96	87	102	90	80	100	119
Cc1nnc2n1N=C(c1ccccc1)CS2	97	93	101	113	99	106	107	97

Copied from the list:
Under T-47D, C#CCOCC1CNC(=S)O1 (stereo not drawn) is listed with 114
Under MDA-MB-231, O=S(=O)(NCCNc1cc(-c2c(-c3cccc(O)c3)nc3sccn23)ccn1)c1cccc(F)c1 is listed with 72
Under K-562, Cc1onc(-c2ccccc2Cl)c1C(=O)Nc1ccccc1CC1c2ccccc2CCN1C (stereo not drawn) is listed with 76
Under MCF7, Cc1cc(C)nc(NC(N)=NCCc2ccccc2)n1 is listed with 17
Under SR, Cc1nnc2n1N=C(c1ccccc1)CS2 is listed with 97
Under T-47D, O=S(=O)(NCCCNc1nccc(-c2c(-c3cccc(F)c3)nc3occn23)n1)c1ccc(Cl)cc1 is listed with 21
Under MDA-MB-468, CC(=O)OC1[C@@H](OC(C)=O)[C@H](OC(C)=O)C2(CO2)[C@H](OC(C)=O)[C@H]1OC(C)=O (stereo partly drawn) is listed with 89

Further results:
SMILES	MOLT-4	MCF7	T-47D	BT-549	MDA-MB-468	MDA-MB-231	K-562	SR
CC(=O)OC1C(COS(C)(=O)=O)OC(OC2(COS(C)(=O)=O)OC(COS(C)(=O)=O)C(OC(C)=O)C2OC(C)=O)C(OS(C)(=O)=O)C1OC(C)=O (stereo not drawn)	97	93	83	105	109	113	95	97
COc1ncnc2c(C#CCO)cn(COCc3ccccc3)c12	78	86	79	89	52	81	70	77
CC(CC(CCC(=O)O)(c1ccccc1)c1ccccc1)N(C)C (stereo not drawn)	107	91	.	68	98	.	103	99
COc1cc2cc(Oc3ccc(NC(=O)Nc4cc(C(F)(F)F)cc(C(F)(F)F)c4)cc3)c(C)nc2cc1OCCN1CCCCC1	-44*	-85*	-40*	94	-79*	-97*	-49*	-30*
O=C1/C(=C\c2cccn2Cc2ccc(F)cc2)c2ccccc2N1c1c(Cl)cccc1Cl	74	13	19	96	9.2*	75	71	76
CSc1nc(N)cc(N)n1	89	102	109	107	108	108	91	90
COc1cc2c(cc1Cc1cccc(Cl)c1F)c(=O)c(C(=O)O)cn2[C@@H](CO)C(C)C	67	61	60	38	83	77	45	34
COc1ccccc1CNCCCN1C(=O)c2ccc3c4c(ccc(c24)C1=O)C(=O)N(CCCNCCNCCCN)C3=O	1.4*	-39*	18	69	-56*	20	10	.
NC(N)=NS(=O)(=O)c1ccc(N=Nc2c(N)[nH]n(C(=O)c3ccccc3)c2=O)cc1	107	94	110	102	94	103	101	110
O=C(C(=O)N1CCOCC1)c1ccc(O[C@@H]2O[C@H](CO)[C@H](O)[C@H](O)[C@H]2O)cc1	111	100	109	101	99	112	107	94
C1=C(c2ccccc2)CCCC1	97	101	102	86	98	99	105	.
CC(=O)Nc1ccc(-c2ccc(NC(C)=O)cc2)cc1	100	92	98	111	109	99	93	97
O=C(CCc1nnc(C(Cl)(Cl)Cl)o1)c1nc2ccccc2[nH]1	96	95	109	103	111	101	99	90
CCOC(=O)C1=C(C)N=c2s/c(=C\c3ccccc3O)c(=O)n2C1c1ccc(OC)c2ccccc12 (stereo not drawn)	-9.6*	-75*	23	60	-78*	-39*	-48*	-18*
O=[N+]([O-])c1cccc2cc(Br)cnc12	100	93	101	104	112	95	117	115
O=C(Nc1ncc(Cc2cccc(C(F)(F)F)c2)s1)c1ccc2c(c1)OCCO2	9.3*	14	43	36	16	30	8.2*	6.9*
COC(=O)/C=C1\S/C(=N\NC(=O)c2cc3ccc2/C=C\c2ccc(cc2)/C=C\3)N(c2ccccc2)C1=O	3.0*	23	-38*	35	-0.4*	33	27	-16*
O=C(OCCCCCCOC(=O)c1cccc2c(=O)c3ccccc3[nH]c12)c1cccc2c(=O)c3ccccc3[nH]c12	100	95	103	112	114	106	103	103
O=C1c2ccccc2C(=O)c2c1c(C(=O)c1ccccc1)c1ccccn21	81	92	98	83	108	87	83	80
N#C[C@@H]1C[C@@H]2C[C@@H]2N1C(=O)[C@@H](N)C12CC3CC(CC(O)(C3)C1)C2	120	102	102	110	102	116	.	100
CNC(=O)c1cnc(C)nc1-c1cc(C(C)(C)C)c(O)c(C(C)(C)C)c1	96	93	99	101	97	87	90	85
Nc1ccc2c(c1)[nH]c(=O)c1ccccc12	104	90	71	90	98	110	99	97
O=C(O)CCCCNC(=O)c1nc(-c2ccccc2)n(-c2ccc(F)cc2)n1	111	100	116	100	106	107	.	123
NS(=O)(=O)c1ccc(-n2nc(-c3ccc(Br)cc3)ccc2=O)cc1	93[100 µM]	75[100 µM]	77[100 µM]	39[100 µM]	66[100 µM]	34[100 µM]	40[100 µM]	21[100 µM]
C[N+]1(Cc2ccc([N+](=O)[O-])cc2)CCC(CCC2CC[N+](C)(Cc3ccc([N+](=O)[O-])cc3)CC2)CC1 (stereo not drawn)	111	97	87	95	106	103	106	104

Single records, from the list above. Order of values: MOLT-4	MCF7	T-47D	BT-549	MDA-MB-468	MDA-MB-231	K-562	SR
O=[N+]([O-])c1cccc2cc(Br)cnc12 reads 100	93	101	104	112	95	117	115
CSc1nc(N)cc(N)n1 reads 89	102	109	107	108	108	91	90

Remaining list, next part
SMILES	MOLT-4	MCF7	T-47D	BT-549	MDA-MB-468	MDA-MB-231	K-562	SR
CCCCC/C=C\C/C=C/CCCCCCCC1=NC(CC)(CO)CO1 (stereo not drawn)	.	94	88	93	99	97	.	.
CCCC(=O)c1cc(O)c(O)c(O)c1	105	91	97	112	91	94	100	83
COc1ccc(-c2nc3c(ncc4ccc(-c5ccccc5OC)nc43)s2)cc1	89	96	77	113	88	105	93	78
Cc1cn(C2CCCCO2)c(=O)nc1NO (stereo not drawn)	99	80	105	107	65	106	101	116
COC(=O)[C@]1(C)CCC[C@]2(C)[C@H]3C[C@H]4C(C(C)C)=C[C@]3(CC[C@H]21)[C@H]1[C@@H]4[C@@H](OCCC#N)CC[C@@H]1OCCC#N	4.3*	9.1*	9.8*	20	-6.3*	47	27	2.9*
COc1cccc(C(c2cccc(OC)c2)c2ccccc2C(=O)O)c1	99	101	98	107	109	108	89	97
FC(F)(F)c1cc2n(n1)-c1ncccc1Oc1ccccc1-2	95	80	87	106	94	86	88	90
Cc1nnc(NS(=O)(=O)c2ccc(N=Nc3cc4ccccc4c(C(=O)O)c3O)cc2)s1	95	95	106	109	91	129	88	.
CCC[n+]1cccc(C(N)=O)c1	105	101	116	104	93	97	112	107
COc1ccc(-c2csc(C3=C(O)CN(CCCN4CCCC4=O)C3=N)n2)cc1OC	81	109	86	100	.	80	89	77
NC(=O)c1c(NC(=O)c2ccc(OCC3CCCO3)cc2)sc2c1CCCC2 (stereo not drawn)	99	101	81	101	.	97	134	.
COc1ccc(-c2cc(-c3cccc4ccccc34)c(C#N)c(=O)[nH]2)cc1S(N)(=O)=O	136	105	103	91	117	104	96	96
O=C(Nc1cccc(N2C(=O)CSC2=S)c1)C(Cl)Cl	102	87	91	112	92	98	105	97
FC(F)(F)c1cc2n(n1)-c1ncc(Br)cc1Oc1ccccc1-2	97	92	77	98	84	90	97	85
Cc1nc2c(C)c(C(=O)Nc3ccccc3)sc2c(=O)[nH]1	.	85	105	100	135	86	.	.
CCCCCCCCCC1=NC(C)(C)CN1C(C)C	107	89	85	126	72	91	80	86
CCCCOc1nc2ccc(C)cc2cc1/C=C/C(=O)/C=C(/C=C/c1cc2cc(C)ccc2nc1OCCCC)OB(F)F	97	109	92	97	108	110	94	98
N=C(N)NCCC[C@@H]1NC(=O)c2ccc(nc2)-c2ccc(cn2)NC(=O)CCNC(=O)[C@H](CCCNC(=N)N)NC(=O)[C@H](CCCNC(=N)N)NC(=O)[C@H](CCCNC(=N)N)NC(=O)c2ccc(nc2)-c2ccc(cn2)NC(=O)CCNC(=O)[C@H](CCCNC(=N)N)NC(=O)[C@H](CCCNC(=N)N)NC(=O)[C@H](CCCNC(=N)N)NC(=O)c2ccc(nc2)-c2ccc(cn2)NC(=O)CCNC(=O)[C@H](CCCNC(=N)N)NC(=O)[C@H](CCCNC(=N)N)NC1=O	.	97[4 µM]	.	89[4 µM]	101[4 µM]	84[4 µM]	97[4 µM]	.
Cn1cc(-c2nc(-c3c[nH]c4ncc(F)cc34)cs2)c2cccnc21	101	78	60	108	-0.4*	69	.	.

Screening data as filed in PubChem.
